# Shiga toxin inh – blocks Shiga toxin action in Vero cells; Vero cells, Shiga toxin protein synthesis inhibition reporter; inhibition, % at 38.7 µM; actives 9.2% (n = 290,000); AID 2315; in the data active = inhibition mostly above about 28%, no sharp cut-off; inactive = mostly below about 43%; note: 0% is about no effect
# LmPK inh – LmPK (Leishmania mexicana) enzyme inhibition; Q27686; purified LmPK, Kinase-Glo ATP luminescence, 1 h; Potency, µM (titrated, usually from 57.5 µM), for the others: at the top dose activity change, negative = inhibition, usual class: inhibitors; actives 0.37% (n = 290,000); note: potency is the fitted concentration of half-maximal effect; % is set by controls: 0 for no effect and ±100 for the full control effect
# Target sequence (Q27686 whole entry, looked up): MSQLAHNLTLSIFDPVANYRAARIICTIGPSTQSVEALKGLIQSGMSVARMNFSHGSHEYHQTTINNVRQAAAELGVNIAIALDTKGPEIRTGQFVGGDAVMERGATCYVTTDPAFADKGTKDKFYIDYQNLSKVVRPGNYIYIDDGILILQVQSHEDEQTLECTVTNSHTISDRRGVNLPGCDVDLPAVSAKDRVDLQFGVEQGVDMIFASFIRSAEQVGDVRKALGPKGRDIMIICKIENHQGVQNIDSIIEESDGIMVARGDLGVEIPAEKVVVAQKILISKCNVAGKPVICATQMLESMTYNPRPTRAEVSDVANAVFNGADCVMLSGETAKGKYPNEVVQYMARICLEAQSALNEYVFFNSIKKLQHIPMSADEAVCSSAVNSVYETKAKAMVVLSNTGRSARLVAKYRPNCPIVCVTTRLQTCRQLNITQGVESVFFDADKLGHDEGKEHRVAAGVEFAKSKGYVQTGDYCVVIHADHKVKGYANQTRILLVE
#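 Purified LmPK (0.1 nM) with 0.5 mM PEP and 0.1 mM ADP in imidazole buffer pH 7.2 with MgCl2/KCl, 1 h at room temperature. ATP formed was read by luciferase luminescence and normalized to no-enzyme and uninhibited controls.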
# HCV inhibitor – HCV inhibition; Huh7.5.1 HCVcc-Cre infection, luciferase reporter, 44 h; Potency, µM (highest dose often 41.8 µM), inactives show at the highest dose activity change, negative = inhibition, usual class: inhibitors; actives 3.4% (n = 340,000); AID 651820; note: potency is the fitted concentration of half-maximal effect; % is set by controls: 0 for no effect and ±100 for the full control effect
#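 Seed cells (1,000/well) for 4 h; treat with compound and infect with HCVcc-Cre, moi about 0.5. Incubate 44 h, then detect luciferase activity.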
# Pf growth 48h – P. falciparum growth inhibition at 48 hours (one generation); P. falciparum luciferase growth in erythrocytes, 48 h; Potency, µM (titrated, usually from 28.7 µM), inactives show top-dose activity change, negative = inhibition, hits mostly inhibitors; actives 5.9% (n = 310,000); AID 504832; note: potency is the fitted concentration of half-maximal effect; % is set by controls: 0 for no effect and ±100 for the full control effect
#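 Luciferase-expressing P. falciparum in infected erythrocytes (2% hematocrit, 0.1% parasitemia final) in RPMI 1640/0.5% Albumax were exposed to compound for 48 hours at 37 C, 5% CO2; growth read as luminescence.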
# Pf growth 96h – inhibits malaria parasite growth, 96 h | P. falciparum luciferase reporter growth, 96 h | Potency, µM (series often up to 28.7 µM), without a hit: top-dose activity change, negative = inhibition, hits mostly inhibitors | actives 6.9% (n = 320,000) | AID 504834; note: potency is the fitted concentration of half-maximal effect; % is set by controls: 0 for no effect and ±100 for the full control effect
#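 96 h incubation, 37 C, 5% CO2, of luciferase-reporter P. falciparum-infected RBCs (2% hematocrit, 0.05% parasitemia final) with test compounds; endpoint luminescence.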
# CHX counter – counter-screen hit for Shiga toxin inhibitors, cycloheximide | max response, % | actives 12% (n = 300,000) | AID 2314 | cell reporter, cycloheximide protein synthesis inhibition counterscreen; in the data active = max response mostly above about 13%, no sharp cut-off; inactive = mostly below about 14%; note: read at 38.3 µM for the half of the compounds with a filed dose; 0% is about no effect
# Tb PYK inh – inhibitors of Trypanosoma brucei pyruvate kinase; Potency, µM (titrated, usually from 76.8 µM), for the others: at the top dose activity, negative = inhibition, hits mostly inhibitors; Q57TT1; actives 0.12% (n = 410,000); TbPYK enzyme, Kinase-Glo Plus ATP luminescence, 45 min; note: potency is the fitted concentration of half-maximal effect; % is set by controls: 0 for no effect and ±100 for the full control effect; nearly all actives have a fitted effect of over 50% in size
#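 Luminescence from Kinase-Glo Plus, added after a 45-minute room-temperature reaction, served as the end-point read-out. The enzyme and substrate were preincubated with compound before ADP (130 uM final) initiated turnover. Concentration-effect curves came from normalized qHTS data.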
# An asterisk follows results filed as active; ? = inconclusive; · = no result given; & = joins results of further samples; [ ] = another dose, or the depositor's remark. Unless noted, calls come from the whole dose curve; as a rule, active = well fitted curve in the direction sought with a large enough effect; inconclusive = small, poorly fitted or top-dose-only effect, or another doubt; inactive = no such curve, though single readings can be large; an effect the other way counts as inactive or inconclusive. No enrichment for hits; about 24% have a hit in one of these screens.
[1] CCCCNC(=O)N(O)C1N(/N=C/c2cccs2)C(=S)SC1(C)C (configuration not stated)
[2] NS(=O)(=O)c1ccc(NC(=O)COC(=O)c2ccc3c(c2)OCCO3)cc1
[3] O=C(c1ccc(COc2c(F)c(F)c(F)c(F)c2F)o1)N1CCOCC1
[4] O=C(Nc1ccccc1)Nc1nnc(-c2ccccc2)s1
[5] N#Cc1ccccc1OCC(=O)Nc1ccc2c(c1)OCCO2
[6] O=C(CN1CCCCC1)Nc1ccc(Br)cc1[N+](=O)[O-]
[7] O=C(c1ccc(Cl)cc1)N1CCCC(C(=O)N2CCN(c3ccccc3)CC2)C1 (configuration not stated)
[8] O=C(NCCN1CCOCC1)c1cc2sccc2n1Cc1ccc(F)cc1
assay / compound,1,2,3,4,5,6,7,8
Shiga toxin inh,5,22,10,9,·,17,8,15
LmPK inh,0%,2%,3%,6%,·,-1%,-13%,1%
HCV inhibitor,19%,-1%,15%,16%,-20%,?,7%,-26%
Pf growth 48h,-29%,14%,5%,82%[activator],211%[activator],7%,?,?
Pf growth 96h,?,5%,13µM*,81%[activator],93%[activator],-14%,-33%,111%[activator]
CHX counter,-2,1,-2,19,·,19,6,1
Tb PYK inh,-3%,-2%,-2%,2%,-4%,-2%,3%,-1%

[9] COc1ccc(C(c2c(O)ccc3ccccc23)N2CCOCC2)c(OC)c1 (configuration not stated)
[10] CCOc1ccc(NC(=O)c2ccc(N3CC4CC(C3)c3cccc(=O)n3C4)c(NC(=O)c3cccnc3)c2)cc1 (configuration not stated)
[11] CCN1CCCC1CNC(=O)c1cc2cc(OC)c(OC)cc2[nH]1 (configuration not stated)
[12] COc1ccc(/C=C/C(=O)Nc2ccncc2)cc1OC
[13] CCOc1ccccc1N(CC)C(=O)c1ccc2c(=O)n3c(nc2c1)CCCCC3
[14] Cc1ccccc1OCC(=O)Nc1ccc2c(c1)OCO2
[15] FC(F)(F)c1nc(NCC2CCCO2)c2nnn(Cc3ccccc3Cl)c2n1 (configuration not stated)
[16] COC(=O)c1cc(C#N)c(N2CC(C)OC(C)C2)nc1C (configuration not stated)
assay / compound,9,10,11,12,13,14,15,16
Shiga toxin inh,65*,-2,-5,-12,-6,157*,-10,33
LmPK inh,5%,-1%,-4%,-5%,2%,2%,4%,3%
HCV inhibitor,?,6%,-23%,-25%,-26%,-23%,-13%,20%
Pf growth 48h,83%[activator],?,-24%,-18%,?,49%[activator],-5%,0%
Pf growth 96h,?,-4%,-3%,-13%,12µM*,·,?,71%[activator]
CHX counter,34,-4,-3,-2,-4,32*,-3,-1
Tb PYK inh,0%,-4%,-4%,-6%,2%&13%,-11%,-9%,6%

[17] CCCCN(CCCNC(=O)c1cc(Nc2cccc(SC)c2)nc2ccccc12)Cc1ccccc1
[18] CN(C)CCN(C(=O)c1ccccc1Cl)c1nc2c(Cl)cccc2s1
[19] O=[N+]([O-])c1ccc(O)c(/C=N/NC2=NS(=O)(=O)c3ccccc32)c1
[20] COc1cccc(N2CCN(C(=O)c3ccc(CS(=O)Cc4ccc(C)cc4)o3)CC2)c1 (configuration not stated)
[21] COc1ccc(-c2nn(C)c3sc(C(=O)NCc4ccco4)cc23)cc1OC
[22] Cc1noc(C)c1S(=O)(=O)N1CCC(C(=O)N2CCN(c3ccc(F)cc3)CC2)CC1
[23] Cc1ccc(NC(=O)c2cc(-c3cc(C)c(C)cc3O)n[nH]2)cc1C
[24] CCOc1ccc(Cl)cc1CNCCCSc1ncccn1
assay / compound,17,18,19,20,21,22,23,24
Shiga toxin inh,-15,9,1,13,-14,2,9,-1
LmPK inh,·,5%,-6%,3%,-8%,2%,6%,0%
HCV inhibitor,·,-15%,-13%,-20%,?,17%,19%,-9%
Pf growth 48h,·,?,2.6µM*,-7%,0%,-3%,2.1µM*,27%
Pf growth 96h,·,?,5%[5.75 µM],5%,0%,?,2.6µM*,13µM*
CHX counter,-7,-1,10,-3,-3,-3,15*,-1
Tb PYK inh,1%,-5%,-24%,-2%,-9%,-4%,-7%,-7%

# Structural class: those above with a furan ring, fused or not.
[3] O=C(c1ccc(COc2c(F)c(F)c(F)c(F)c2F)o1)N1CCOCC1
[20] COc1cccc(N2CCN(C(=O)c3ccc(CS(=O)Cc4ccc(C)cc4)o3)CC2)c1 (configuration not stated)
[21] COc1ccc(-c2nn(C)c3sc(C(=O)NCc4ccco4)cc23)cc1OC
assay / compound,3,20,21
Shiga toxin inh,10,13,-14
LmPK inh,3%,3%,-8%
HCV inhibitor,15%,-20%,?
Pf growth 48h,5%,-7%,0%
Pf growth 96h,13µM*,5%,0%
CHX counter,-2,-3,-3
Tb PYK inh,-2%,-2%,-9%

# Remaining list, next part
[25] O=C(CSc1nnc(-c2cccs2)n1-c1ccccc1)NCC1CCCO1 (configuration not stated)
[26] O=C(NCc1cccs1)c1ccc(N2CCCC2=O)cc1
[27] COCCN(C(=S)Nc1cccc(OC)c1)C(C)c1cccs1 (configuration not stated)
[28] O=S(=O)(NCCCc1ccccc1)c1ccc(F)c(F)c1
[29] CCN(CC)c1ccc(C2C(C(=O)OC(C)C)C(=O)CC(C)(O)C2C(=O)OC(C)C)cc1 (configuration not stated)
[30] Cc1ccc(-n2nnnc2SC(C)C(=O)Nc2ccc(Cl)cn2)cc1 (configuration not stated)
[31] O=C(NCc1ccco1)c1sc2cc(Cl)ccc2c1Cl
[32] O=c1cnnc(Nc2ccccc2F)[nH]1
assay / compound,25,26,27,28,29,30,31,32
Shiga toxin inh,-10,53*,9,-9,-9,10,58*,-15
LmPK inh,9%,-1%,1%,6%,2%,3%,5%,2%
HCV inhibitor,-2%,4%,8%,-2%,-18%,-10%,?,-4%
Pf growth 48h,-4%,·,-1%,54%[activator],·,?,18%,5%
Pf growth 96h,5%,46%[activator],100%[activator],48%,10%,9.3µM*,·,44%[activator]
CHX counter,-1,36*,15*,6,-4,9,34*,-5
Tb PYK inh,5%,-3%,-5%,2%,0%,2%,7%,-3%

[33] C#CCOCCOCCOCCNc1nc(N2CCN(C(=O)C([C@@H](C)CC)n3cc(C(N)CC(C)C)nn3)CC2)nc(N2CCN(C(=O)[C@H](CCC(=O)O)n3cc(C(N)CC(C)C)nn3)CC2)n1 (some centres not stated)
[34] COc1ccc(OC)c(NC(=S)N2CCN(C/C=C/c3ccccc3)CC2)c1
[35] O=CN1N=C(c2ccccc2)CC1c1ccc(Cl)cc1 (configuration not stated)
[36] O=C(Nc1ccc2oc(-c3ccccc3F)nc2c1)c1ccc([N+](=O)[O-])o1
[37] O=C(CSc1ncnc2c1oc1ccccc12)N1CCCc2ccccc21
[38] Cc1ccc(NC(=O)c2cccc(N3C(=O)C4C5CCC(C5)C4C3=O)c2)c(C)c1 (configuration not stated)
[39] c1ccc(SCCN2CCc3ccccc3C2)cc1
[40] CC1(C)CC(=O)C(C(=S)Nc2ccccc2)=C(NCCN2CCOCC2)C1
assay / compound,33,34,35,36,37,38,39,40
Shiga toxin inh,-12,-24,-4,24,-4,-3,16,-10
LmPK inh,3%,11%,-2%,-6%,6%,2%,-6%,2%
HCV inhibitor,9%,?,-6%,-12%,11%,3%,-14%,8%
Pf growth 48h,11%,?,16%,?,-17%,10µM*,45%[activator],-3%
Pf growth 96h,-1%,·,?,35%[activator],?,17%,?,-27%
CHX counter,1,-6,2,0,-2,6,27*,2
Tb PYK inh,-3%,-2%,1%,1%,·,0%,6%,·

[41] Oc1c(C(c2ccco2)N2CCN(C(c3ccccc3)c3ccccc3)CC2)sc2ncnn12 (configuration not stated)
[42] COc1ccc(NC(=O)Nc2ccccc2SC)cc1OC
[43] CCCN(C(=O)CSCc1ccc(Cl)cc1)c1c(N)n(Cc2ccccc2)c(=O)[nH]c1=O
[44] CN=c1scc(-c2ccc(OC)cc2)n1/N=C(\C)c1cccnc1
[45] C#CCOc1c(Br)cc(/C=N\NC(=O)CN2CCOCC2)cc1OCC
[46] CCOc1cc(CNC(C)C(O)c2ccccc2)cc(Cl)c1OCC (configuration not stated)
[47] Cc1ccc(C)c(OCC(=O)N/N=C/c2c(C)nn(-c3ccccc3)c2Cl)c1
[48] COC(=O)c1[nH]c2c(c1C)C(=O)CC(c1ccccc1)C2 (configuration not stated)
assay / compound,41,42,43,44,45,46,47,48
Shiga toxin inh,-9,48*,·,57*,-9,2,-29,-2
LmPK inh,17%,-4%,·,-3%,3%,0%,12%,-2%
HCV inhibitor,14µM*,?,6%,?,-25%,-24%,·,?
Pf growth 48h,·,87%[activator],?,-24%,·,1.5µM*,-14%,?
Pf growth 96h,4.1µM*,?,-30%,?,-23%,?,·,1%
CHX counter,-4,20*,·,32*,1,-2,-3,-2
Tb PYK inh,-1%,10%,8%,3%,-3%,-6%,·,-2%

[49] O=C(O)c1cccc(N2C(=O)CSC2=S)c1
[50] COc1cc(/C=C2\SC(N)=NC2=O)ccc1OCC(=O)Nc1ccccc1C
[51] CC(C)C(NC(=O)CCNC(=O)c1ccc([N+](=O)[O-])cc1)c1nc2ccccc2[nH]1 (configuration not stated)
[52] NC(=O)c1ccc(NC(=O)COC(=O)CC2Sc3ccccc3NC2=O)cc1 (configuration not stated)
[53] COc1ccc(-n2c(SCC(=O)NCC3CCCO3)nc3c(c2=O)SC(C)C3)cc1 (configuration not stated)
[54] CCOC(=O)CNC(=O)CSc1nccn1Cc1ccco1
[55] O=C(NCCOc1cccc(Cl)c1Cl)c1cc(-n2cnnc2)ccc1Cl
[56] CC(=O)Nc1ccc(N=Cc2nc(-c3ccc(C)cc3)oc2O)cc1
assay / compound,49,50,51,52,53,54,55,56
Shiga toxin inh,37,·,·,·,8,-8,-19,18
LmPK inh,1%,·,·,·,5%,2%,2%,-5%
HCV inhibitor,15%,1%,0%,15%,11%,11%,3%,?
Pf growth 48h,·,5.9µM*,6%,71%[activator],12µM*,4%,18%,8%
Pf growth 96h,5.9µM*,5.2µM*,-7%,9%,?,39%[activator],5%,?
CHX counter,19*,·,·,·,4,-2,-4,3
Tb PYK inh,1%,-2%,0%,0%,-3%,-2%,2%,5%

[57] CN(C)CCCN(CCCN(C)C)C(=S)Nc1ccc(S(=O)(=O)N2CCOCC2)cc1
[58] CC(CCCC(C)(C)O)NC(=O)c1ccc(OC2CCN(C(=O)C3CC3)CC2)cc1 (configuration not stated)
[59] COc1cccc(CNCCO)c1OCc1ccc(Cl)cc1
[60] CCOc1ccc(NC(=S)Nc2ccc(OC)cc2)cc1
[61] COc1cccc(C(=O)/C=C2\NCCc3cc(OC)c(OC)cc32)c1
[62] COC(=O)CNC(=O)Cn1c(=O)n(Cc2ccc(F)cc2)c(=O)c2sccc21
assay / compound,57,58,59,60,61,62
Shiga toxin inh,21,-5,-13,48,-10,9
LmPK inh,-5%,-4%,-10%,3%,0%,-6%
HCV inhibitor,0%,16%,7%,5%,-24%,18%
Pf growth 48h,0%,0%,-23%,-11%,?,44%
Pf growth 96h,-4%,?,?,?,?,12µM*
CHX counter,-1,-2,-3,1,-9,2
Tb PYK inh,4%,-11%,2%,-6%,-2%,-1%

# Source: PubChem BioAssay
